Screens (PubChem BioAssay)
Rat MKP-3 inhibitors = MKP-3 phosphatase inhibitors, primary screen, biochemical, rat enzyme, in vitro (AID 425); recombinant MKP-3 phosphatase activity, fluorescence; higher % means a stronger effect; inhibition, % at 20 µM, or IC50 in µM where a hit was titrated; 110,000 compounds, 0.17% hits; in the data active = inhibition above about 50%;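 note: plate controls were vehicle for no effect and reference inhibitor for full effect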
Hsp70 displacement = Hsp70 inhibitors, probe displacement, primary screen, biochemical, fluorescence polarization (AID 583). Hsp70 fluorescence polarization probe displacement, mP; higher % means a stronger effect. one-dose displacement, % at 20 µM; IC50 in µM for titrated hits. 140,000 compounds, 0.06% hits; in the data active = displacement above about 50%;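 note: plate controls were vehicle for no effect and reference ligand for full effect; a part of the inactive calls stands beside numbers as strong as those of hits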
* hit, by the source's call; nt = no result given; & = joins results of further samples. This is a subset; count on the stated rates, not on these rows.

molecule | Rat MKP-3 inhibitors | Hsp70 displacement
CC(C)(C)n1nnnc1CN1CCC(NC(=O)NC2CCCCC2)CC1 | 1% | 1.0%
CCOC(=O)Nc1sc2c(c1C(=O)OCC)CCCCCC2 | 2% | -3.0%
CCc1nn(CCCC(=O)N2CCc3ccccc3C2)c(=O)c2cc3occc3n12 | -4% | 0.2%
O=C1CC(=O)N(CCc2ccccc2)C(=O)N1CCc1ccccc1 | -11% | -4.6%
N#Cc1ccccc1NS(=O)(=O)c1ccccc1[N+](=O)[O-] | 4% | 0.4%
O=S(=O)(/C=C/c1ccccc1)N1CCN(C/C=C/c2ccccc2)CC1 | 7% | -5.5%
CCc1nnc(NS(=O)(=O)c2ccc(NC(=O)c3ccccc3[N+](=O)[O-])cc2)s1 | 4% | -0.7%
COc1cc(/C=C/C(=O)c2c(-c3ccccc3)c3cc(Cl)ccc3[nH]c2=O)cc(OC)c1OC | 4% | -4.3%
Cc1cc(C)nc(N2CCCC(C(=O)NCCc3cccc(F)c3)C2)n1 (configuration not stated) | -15% | -3.4%
COc1ccc(C(=O)NNC(=O)c2ccccc2[N+](=O)[O-])cc1 | -2% | 0.4%
CC(NC(=O)Cc1cccs1)C(c1cccs1)N1CCN(c2ccccc2F)CC1 (configuration not stated) | -2% | -13%
Cc1cc(NS(=O)(=O)c2ccccc2)c(C)c(Cl)c1O | -11% | -4.9%
Cc1ccccc1-c1n[nH]c(=S)n1C1CCCCC1 | -2% | 4.4%
CCCC(=O)Nc1cc(C)c(NC(=O)c2ccccn2)cn1 | -8% | 7.0%
Cn1c(=O)c2c(nc(NCCc3ccccc3)n2Cc2ccccc2)n(C)c1=O | -4% | 3.7%
CC(C)CCNC(=O)c1cccc(I)c1 | -3% | 3.9%
COC(=O)C1=C(C)N(CC(C)C)C(=O)C1 | nt | 5.6%
O=C(Nc1ccccc1[N+](=O)[O-])c1cc(-c2cccs2)nc2ccccc12 | 4% | 4.0%
CCOc1ccc2nc(-c3ccc(OC)c(OC)c3)cc(C(=O)O)c2c1 | -18% | -0.6%
Oc1ccc(/C=N/Nc2nc3ccccc3s2)c(O)c1 | 0% | -3.2%
CCOC(=O)c1ccc(NC(=O)Cn2nnc(-c3ccccc3C)n2)cc1 | -7% | -1.1%
Cc1cc(C(N)=O)c2ccccc2n1 | -7% | 0.1%
CC(C)c1ccc(NC(=O)c2c(Cl)cccc2Cl)cc1 | 4% | 5.7%
C=CCn1c(SCC(=O)Nc2nccs2)nnc1-c1ccco1 | nt | 0.1%
CCCCOc1ccc(C(=O)NCC(=O)NCC(=O)OCC)cc1 | -7% | -1.1%
O=c1cc(NC2CCCCCC2)[nH]c(=O)[nH]1 | -5% | 7.0%
COCCCNC(=O)C(Cc1ccccc1)NS(=O)(=O)c1ccc2c(c1)c(=O)n(C)c(=O)n2C (configuration not stated) | -2% | 1.5%
O=C(Nc1ccccc1O)c1cc(S(=O)(=O)N2CCOCC2)c(Cl)cc1Cl | -25% | -0.5%
COCCNC(=O)C(=O)N/N=C/c1ccccc1C(F)(F)F | nt | 1.2%
CCOc1ccc(C(C)=O)cc1COC(=O)C1=COCCO1 | -3% | 4.3%
CCOc1c(I)cc(/C=C2\C(=O)ON=C2c2ccccc2)cc1OC | 3% | 1.7%
COc1ccccc1NC=C1C(=O)OC2(CCCCC2)OC1=O | -10% | -3.0%
CC(=O)NC(NC(C)=O)c1cccc([N+](=O)[O-])c1 | 2% | -1.7%
Cn1ncc(N=Cc2c(O)ccc3ccccc23)c1C(=O)N1CCOCC1 | -7% | 0.4%
Cc1c(C(=O)N2CCOCC2)[nH]c2c1C(=O)CC(c1ccc(Cl)cc1)C2 (configuration not stated) | 2% | -1.9%
COc1cccc(-c2cc(C(F)(F)F)nc(NCc3ccco3)n2)c1 | 0% | 7.2%
C=CCOc1ccc(CN(C)CC(=O)N(CC(C)C)c2c(N)n(CC(C)C)c(=O)[nH]c2=O)cc1 | 3% | 2.6%
OCC#CC(O)(c1ccc(F)cc1)c1ccc(F)cc1 | -3% | 0.1%
CCOc1ccc(/C=C(/C#N)c2nc(-c3ccc(Br)cc3)cs2)c(OCC)c1 | 0% | 5.6%
CC(=O)OCC12COC(C)C(C1)C(C)=CC2C (configuration not stated) | -13% | -6.0%
CCc1ccc(NC(=O)c2ccc3c(c2)C(=O)N(Cc2ccco2)C3=O)cc1 | -6% | 6.9%
CCOC(=O)c1c(NC(=O)C(F)(OC)C(F)(F)F)sc2c1CCN(C)C2 (configuration not stated) | -6% | -4.8%
CN(C)C(=O)Oc1cccc([N+](C)(C)C)c1 | -6%&-6% | -0.6%&-0.2%
CCCN(CCC)C(=O)c1ccccc1NC(=O)c1ccccc1Cl | 4% | -5.3%
CC1=CC(C)C2C(=O)N(CCC[N+](C)(C)C)C(=O)C2C1 (configuration not stated) | -9% | -3.0%
CCSc1nc(=O)n(-c2ccccc2)c(C)c1C(C)=O | -10% | 4.7%
COc1ccc(CNC(=O)CN(CCc2ccccc2)S(=O)(=O)c2ccc(OC)cc2)cc1 | 3% | 2.3%
Cc1ccccc1NC(=O)Cc1nc(CSc2nnc(-c3ccc4c(c3)OCO4)o2)cs1 | nt | -2.5%
COc1ccc(-c2nc3cc(NC(=O)c4cc5ccccc5o4)ccc3o2)cc1Cl | 9% | -1.3%
Cc1cc(C)n(C(=O)CCCCCCCC(=O)n2nc(C)cc2C)n1 | nt | -0.7%
CCC(C(=O)N1CCN(C(=O)c2ccco2)CC1)c1ccccc1 (configuration not stated) | nt | -4.3%
COc1ccc(C)cc1NC(=O)CSc1nnc(-c2ccco2)n1Cc1ccco1 | -7% | -4.1%
COc1cc(/C=C2/SC(=S)N(C)C2=O)ccc1OCc1cccc2ccccc12 | -4% | -6.2%
CCC(=O)Nc1ccc2nn(-c3ccc(C)c(Cl)c3)nc2c1 | 0% | 1.2%
O=C(c1ccc(=O)[nH]c1)N(Cc1ccco1)C1(C(=O)NC2CCCCC2)CCCCC1 | -4% | 5.9%
COc1ccc(OC)c(N(CC(=O)N2CCCCC2)S(=O)(=O)c2ccc(OC)c(OC)c2)c1 | nt | 1.1%
Cc1ccc(NC(=O)CCN2C(=O)S/C(=C\c3ccccc3)C2=O)cc1 | 1% | 3.7%
COc1ccc(Cl)cc1C(=O)Nc1ccccc1I | 3% | -3.6%
O=C(c1ccc(Br)o1)N1CCN(c2ccc(F)cc2)CC1 | -2% | -0.1%
COc1ccc(CCn2c(O)c(C3=c4cc(Br)ccc4=NC3=O)sc2=S)cc1OC | 3% | -2.0%

Arranged by molar mass (highest first): 6 of the compounds above
molecule | Rat MKP-3 inhibitors | Hsp70 displacement
O=C(Nc1ccccc1O)c1cc(S(=O)(=O)N2CCOCC2)c(Cl)cc1Cl | -25% | -0.5%
COc1cc(/C=C2/SC(=S)N(C)C2=O)ccc1OCc1cccc2ccccc12 | -4% | -6.2%
Cc1cc(C)n(C(=O)CCCCCCCC(=O)n2nc(C)cc2C)n1 | nt | -0.7%
CCC(C(=O)N1CCN(C(=O)c2ccco2)CC1)c1ccccc1 (configuration not stated) | nt | -4.3%
COCCNC(=O)C(=O)N/N=C/c1ccccc1C(F)(F)F | nt | 1.2%
Cc1cc(NS(=O)(=O)c2ccccc2)c(C)c(Cl)c1O | -11% | -4.9%

Going on with the list:
molecule | Rat MKP-3 inhibitors | Hsp70 displacement
COc1ccccc1-c1c(C(F)(F)F)oc2cc(OC(=O)c3ccco3)ccc2c1=O | 2% | -3.6%
CC(=O)N1CCN(c2cc(N3CCOCC3)c(F)cc2[N+](=O)[O-])CC1 | 2% | -0.9%
O=C(Nc1nc(=O)c2ccccc2s1)c1ccccc1 | -2% | -1.5%
Cc1ccc(OCCOCCN2CCN(C)CC2)cc1C | 3% | -2.7%
CC(C)CC(=O)Nc1nc(=S)ss1 | nt | -0.2%
Cc1cc(NC(=O)c2cnn3c(C(F)(F)F)cc(-c4ccccc4)nc23)no1 | 0% | -1.1%
CNC(=O)CSc1nnc(-c2cccc(S(=O)(=O)N3CCOCC3)c2)n1-c1ccc(F)cc1 | 0% | -0.6%
Cc1oc(C(C)(C)C)cc1C(=O)N1CCCC1C(=O)O (configuration not stated) | nt | 1.2%
COC(=O)c1cc2oc3ccccc3c2n1CC(=O)Nc1ccccc1OC | -4% | 6.1%
COc1ccc(NC(=O)c2ccccc2F)cc1Cl | nt | -0.2%
CCN(CC)CCNC(=O)c1ccc(N)cc1 | -14% | 1.4%
Brc1ccc(OCCOc2cccc(/C=N/n3cnnc3)c2)cc1 | 3% | -2.2%
CCCC(C(=O)O)N1C(=O)/C(=C2\C(=O)N(C)c3ccccc32)SC1=S (configuration not stated) | nt | -0.1%
O=C(O)c1ccc2c(c1)C(=O)N(CCC1=CCCCC1)C2=O | 5% | 0.5%
COc1ccc(C(=O)/C=C/Nc2cccc(Cl)c2Cl)cc1 | -1% | 0.3%
COc1cc(-c2nc3ccccn3c2/N=C/c2cccc([N+](=O)[O-])c2O)ccc1O | 0% | 3.3%
CCOc1cc(/C=C2\SC(=S)N(Cc3ccccc3)C2=O)ccc1OCc1ccc([N+](=O)[O-])cc1 | 0% | 2.1%
CCc1c(C)nc2[nH]nc(-c3cccc(-c4n[nH]c5nc(C)c(CC)c(=O)n45)n3)n2c1=O | 0% | 3.0%
CCOC(=O)C1(Nc2ccc(C)cc2)Sc2cc(C)ccc2NC1=O (configuration not stated) | -1% | -1.0%
Cc1occc1-c1nnc(SCC(=O)NC(C)(C)C)n1C(C)c1ccccc1 (configuration not stated) | -19% | -3.2%
CCOC(=O)N1CCN(CC(O)COCc2ccc(Cl)cc2)CC1 (configuration not stated) | nt | 7.2%
Cc1ccccc1-c1nc2ccccc2c(=O)n1/N=C/c1c[nH]c2ccccc12 | -2% | 4.2%
O=[N+]([O-])c1ccc(NCCCNS(=O)(=O)c2ccccc2)c(Cl)c1 | 2% | -1.8%
Cc1cc(NC(=O)CSc2nc(-c3ccccc3)cc(-c3ccccc3)n2)no1 | -1% | -4.3%
COc1ccc2[nH]c(C)c(CCN3C(=O)C4CC=CCC4C3=O)c2c1 (configuration not stated) | -4% | -5.2%
COc1ccc(C2=NN(C(C)=O)C(c3ccc([N+](=O)[O-])cc3)C2)cc1 (configuration not stated) | 5% | 0.2%
COc1ccc(Oc2ccc(N)cc2)cc1 | 3% | 2.0%
CC1(C)Cc2c(sc3nc(SCC#N)n(C4CCCCC4)c(=O)c23)CO1 | 6% | 5.8%
O=C1CC(N2CCN(Cc3ccccc3)CC2)C(=O)N1CCc1ccccc1 (configuration not stated) | -5% | -4.2%
COc1ccc(/C=N/NC(=O)c2cc(=O)[nH]c3ccccc23)cc1OC | 3% | -4.5%
O=C(O)CCCCCCC1C(=O)NC(=O)N1CCC(O)C1CCCCC1 (configuration not stated) | 1% | 4.4%
Cn1c(SCc2c(Cl)cccc2Cl)nnc1-c1cccs1 | -8% | 3.7%
CNS(=O)(=O)c1ccc(Oc2ccc(S(=O)(=O)NC)cc2)cc1 | -8% | 1.6%
CCCc1nc(SCC(=O)N2CCCc3ccccc32)c2c(=O)n(C)c(=O)n(C)c2n1 | 4% | -0.7%
CN1CCN(Cc2c(O)ccc3cc(-c4nc5ccccc5s4)c(=O)oc23)CC1 | 1% | 103%
COc1cccc(-c2cc3nc4c(c(N5CCC6(CC5)OCCO6)n3n2)CCCC4)c1 | -2% | -2.9%
O=[N+]([O-])c1cccc(Nc2ncnc3ccccc23)c1 | 0% | 1.9%
CC(=O)Nc1ccc(S(=O)(=O)c2ccc(N)cc2)cc1 | -3% | 2.7%
O=C(CSc1nnnn1C1CCCCC1)Nc1cccc(NC(=O)c2ccco2)c1 | -8% | -3.5%
COc1cc(OC)c(OC)cc1CN(C)CCc1ccccn1 | 1% | -3.1%

Two compounds drawn at random from those above, as already listed:
molecule | Rat MKP-3 inhibitors | Hsp70 displacement
CCOC(=O)N1CCN(CC(O)COCc2ccc(Cl)cc2)CC1 (configuration not stated) | nt | 7.2%
COc1ccc(C2=NN(C(C)=O)C(c3ccc([N+](=O)[O-])cc3)C2)cc1 (configuration not stated) | 5% | 0.2%

(list continues)
molecule | Rat MKP-3 inhibitors | Hsp70 displacement
COc1cccc(C(=O)COC(=O)C(C)N2C(=O)c3ccccc3C2=O)c1 (configuration not stated) | -9% | 2.2%
Cc1noc(C)c1COC(=O)CN(C)S(=O)(=O)c1ccc(Cl)cc1 | -6% | 8.5%
O=C(O)CCn1c(SCCc2ccccc2)nc2ccccc21 | 1% | 1.8%
Cc1cc2nc(-c3cccnc3SCC(=O)NCc3ccco3)[nH]c2cc1C | -3% | -4.3%
Cc1ccc2oc(C(=O)Nc3ccc(F)cc3)c(C)c2c1 | 2% | 3.2%
CCCC(=O)NS(=O)(=O)c1ccc(NC(=O)c2cccc(Br)c2)cc1 | 2% | 2.8%
COc1ccc(S(=O)(=O)N(C)CC(=O)Nc2ccccc2C(F)(F)F)cc1Cl | nt | 10%
c1cc2c3c(cccc3c1)C(N1CCCCC1)=N2 | -13% | 3.5%
CCS(=O)(=O)N1CCN(C(=O)c2ccccc2)CC1 | nt | 7.0%
CC(C)C[C@H](NC(=O)NC(C)C)C(=O)O | 6% | -0.5%
CC1(C)CC(C)(O)P(=O)(c2ccccc2)O1 (configuration not stated) | -10% | -1.5%
Cc1ccccc1C(=O)Nc1ccc([N+](=O)[O-])cn1 | -4% | 2.6%
